CHT block = inhibitors of human choline transporter CHT; CHT-expressing cells, membrane potential dye, choline response; hits give low values; B-score at 10 µM; Q9GZV3; hit rate 0.86% among 310,000;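 active = B-score over 3 SD under the library average, and starting fluorescence ratio not unusually high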;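 note: choline stimulus applied at its EC90 after an EC20 pre-addition; B-score computed on integrated fluorescence ratio after choline addition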
Target sequence (Q9GZV3 whole entry, looked up): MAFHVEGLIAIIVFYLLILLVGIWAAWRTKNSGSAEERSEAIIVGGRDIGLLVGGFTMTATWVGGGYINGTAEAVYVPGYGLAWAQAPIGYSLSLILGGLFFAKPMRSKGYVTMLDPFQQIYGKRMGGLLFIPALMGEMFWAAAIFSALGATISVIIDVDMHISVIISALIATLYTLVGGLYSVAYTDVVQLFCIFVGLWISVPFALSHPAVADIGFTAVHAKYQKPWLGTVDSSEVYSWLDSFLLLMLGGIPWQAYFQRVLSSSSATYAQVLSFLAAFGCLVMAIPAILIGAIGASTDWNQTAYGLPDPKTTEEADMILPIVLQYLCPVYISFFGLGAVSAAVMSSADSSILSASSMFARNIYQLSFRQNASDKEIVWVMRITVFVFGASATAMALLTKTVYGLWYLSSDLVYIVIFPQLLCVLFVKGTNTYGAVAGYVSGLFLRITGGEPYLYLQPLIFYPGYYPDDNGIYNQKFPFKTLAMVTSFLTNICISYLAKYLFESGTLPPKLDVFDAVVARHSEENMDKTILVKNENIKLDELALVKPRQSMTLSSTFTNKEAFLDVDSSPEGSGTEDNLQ
KCNQ2 inh = KCNQ2 channel blockers in CHO-K1 cells – cell-based, FluxOR thallium flux, B-score, primary screen (AID 2156). 20 min; hits give low values. B-score at 10 µM. O88943. hit rate 1.1% among 310,000;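 active = fluorescence ratio B-score at most minus 3 library SDs, with starting brightness B-score within 2 library SDs, cut at about -5.5 in these data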
Kir21 inh = blocks the mouse Kir2.1 inward-rectifier potassium channel | P35561 | HEK293-Kir2.1, FluxOR thallium flux fluorescence; hits give low values | B-score at 10 µM | hit rate 0.85% among 310,000 | AID 1672;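 active = fluorescence ratio B-score at or below minus 3 SD of library scores, with starting-brightness B-score within 2 SD, cut at about -4.2 in these data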;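 note: channel flux triggered by added potassium and thallium sulfate stimulus; B-score of peak minus minimum fluorescence over baseline after thallium stimulus; more negative B-score means stronger Kir2.1 block with less thallium influx; some compounds called inactive have numbers as strong as hits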
Target sequence (P35561 whole entry, looked up): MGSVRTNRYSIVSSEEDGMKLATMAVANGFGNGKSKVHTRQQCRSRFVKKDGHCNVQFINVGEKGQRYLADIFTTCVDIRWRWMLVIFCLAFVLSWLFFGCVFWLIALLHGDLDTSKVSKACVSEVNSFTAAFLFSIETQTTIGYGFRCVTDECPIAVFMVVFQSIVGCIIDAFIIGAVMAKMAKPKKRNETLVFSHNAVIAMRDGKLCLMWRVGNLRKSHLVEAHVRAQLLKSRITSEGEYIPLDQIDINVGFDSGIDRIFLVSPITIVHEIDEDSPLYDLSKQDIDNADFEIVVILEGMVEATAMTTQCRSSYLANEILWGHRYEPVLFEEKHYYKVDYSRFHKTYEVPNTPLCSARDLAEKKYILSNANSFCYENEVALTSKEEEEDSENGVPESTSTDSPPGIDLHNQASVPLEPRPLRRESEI
Starred values were filed as active, the others as inactive; i = inactive; / = not tested or not shown. Compounds were not picked by outcome. Share with any hit: about 2.6%.

SMILES	CHT block	KCNQ2 inh	Kir21 inh
CC(C)(C)c1ccc(C(=O)NCC(=O)OCC(=O)Nc2nc(-c3ccc(F)cc3)cs2)cc1	i	i	0.57
Cc1ccc2nc(NC(=O)c3ccc4c(c3)OCO4)sc2c1	i	i	0.12
N=c1n(CC(=O)c2cccc([N+](=O)[O-])c2)c2ccccc2n1Cc1ccccc1	i	i	0.33
COc1ccc(C(=O)OCC(=O)NC2CCCC2)c(OC)c1	i	i	-0.54
Cc1cccc(N2CCN(C(=O)Cc3ccc(-n4c(=O)[nH]c5ccsc5c4=O)cc3)CC2C)c1 (stereo not given)	i	i	0.98
COc1ccccc1N1CCN(/N=C/c2cc(Br)ccc2F)CC1	i	-11*	0.01
CCC(C)(C)NC(=O)Cc1ccc(Cl)cc1	i	i	-0.24
C=CCn1c(SCC(=O)NCc2ccccc2)nnc1-c1cc(Br)ccc1O	i	i	-1.9
Cc1cc(C)c(C)c(S(=O)(=O)N2CCC(C(=O)Nc3ccccc3N3CCOCC3)CC2)c1C	i	i	-1.7
O=C(Nc1ncc(Cc2cccc(Cl)c2)s1)C1=NCCN1	i	i	0.01
CCCS(=O)(=O)C(=C(Nc1ccccc1)Nc1ccccc1)S(=O)(=O)CCC	i	i	0.75
COc1ccc(OC)c(NC(=O)CSc2nnc(CNC(=O)c3ccco3)o2)c1	i	i	-0.19
CN(C)S(=O)(=O)c1cccc(C(=O)c2nccn2C)c1	i	i	0.02
CCOc1ccc(C(=O)NC(=S)Nc2ccccc2N2CCOCC2)cc1Br	i	i	0.93
COc1cc2c(cc1OC)CN(CC(=O)Nc1ccc(C)c(C)c1)CC2	i	i	-0.68
COc1ccc(CNC(=O)CN(C(=O)c2cc3sccc3n2C)C2CCCC2)cc1	i	i	-0.16
O=C(Nc1ccc(Cl)cc1)Nc1cnccn1	i	i	0.04
CCOC(=O)Cn1c(S(=O)(=O)Cc2ccccc2Cl)nc(-c2ccccc2)c1-c1ccccc1	i	i	-1.5
O=C(NCC1CCCN(C(=O)c2cscn2)C1)c1ccccc1Cl (stereo not given)	i	i	1
Cc1ccc2sc(C)[n+](CCO)c2c1	i	i	-0.42
Cc1c(C(=O)N2CCN(C)CC2)oc2ccc(Br)cc12	i	i	-0.59
O=C(CCn1c(=O)oc2ccccc21)Nc1ccc(C(=O)O)cc1	i	i	-0.13
Cc1c(Cl)c(C(=O)N2CCCCCC2)nn1C	i	i	-0.96
FC(F)Oc1ccc(NC(=S)NN2CCOCC2)cc1	i	i	0.31
COCCN(Cc1cc2ccc(C)c(C)c2nc1Cl)C(=O)N1CCOCC1	i	i	0.94

Continued; the last seven above are carried over.
SMILES	CHT block	KCNQ2 inh	Kir21 inh
O=C(NCC1CCCN(C(=O)c2cscn2)C1)c1ccccc1Cl (stereo not given)	i	i	1
Cc1ccc2sc(C)[n+](CCO)c2c1	i	i	-0.42
Cc1c(C(=O)N2CCN(C)CC2)oc2ccc(Br)cc12	i	i	-0.59
O=C(CCn1c(=O)oc2ccccc21)Nc1ccc(C(=O)O)cc1	i	i	-0.13
Cc1c(Cl)c(C(=O)N2CCCCCC2)nn1C	i	i	-0.96
FC(F)Oc1ccc(NC(=S)NN2CCOCC2)cc1	i	i	0.31
COCCN(Cc1cc2ccc(C)c(C)c2nc1Cl)C(=O)N1CCOCC1	i	i	0.94
CC1(c2ccccc2)CC(C)(C)N(C(=O)C2CCCO2)c2ccccc21 (stereo not given)	i	i	-2.9
COCCn1c(SCC(=O)N2CCOCC2)nc2c(c1=O)SCC2	i	i	1.4
C/C(N)=C(/C#N)C(=O)COC(=O)c1cc(-c2ccc(Br)cc2)nc2ccccc12	i	i	2.9
CCCCc1ccc(NC(=S)NCCN2CCOCC2)cc1	i	i	0.17
O=C(NCCN1CCN(c2ccccc2F)CC1)C1CC(=O)N(C2CCCC2)C1 (stereo not given)	i	i	1.4
O=C(NC(=S)Nc1ccc(S(=O)(=O)Nc2nccs2)cc1)c1ccc(F)cc1	i	i	0.4
CNC(=O)c1ccc(Nc2nnc(-c3ccc(O)cc3)c3ccccc23)cc1	i	i	1
CCOc1ccccc1NC(=O)c1cc(SC)ccc1Cl	i	i	-0.76
C=CCN(c1ccccc1)S(=O)(=O)c1cccc(C(=O)NC2CCN(Cc3ccccc3)CC2)c1	i	i	0.5
CSc1ccccc1NC(=S)Nc1ccc(S(N)(=O)=O)cc1	i	i	0.48
CCOc1cc(C(=O)OCC(=O)c2c(N)n(C)c(=O)n(C)c2=O)cc(OCC)c1OCC	i	i	0.74
Cc1ncoc1C(=O)N1CCCC(C(=O)c2cccc(OC(C)C)c2)C1 (stereo not given)	i	i	-0.01
Cc1c(Nc2ncccc2C(=O)O)cccc1C(F)(F)F	i	i	0.4
Cc1cccc(C)c1Nc1nnc(SCc2nc3ccccc3c(=O)[nH]2)s1	i	i	-0.2
COC(=O)[C@@H]1C[C@@]2(O)[C@H](O)[C@H](O)[C@H](O)C[C@H]2N1CC1CC1	i	i	0.16
Nc1nc(SCC(=O)Nc2ccc(Oc3ccccc3)cc2)n[nH]1	i	i	-0.39
O=C(Nc1ccccc1C(=O)O)c1cncc(Br)c1	i	i	-0.29
O=C(Nc1nccs1)c1cc(S(=O)(=O)N2CCOCC2)ccc1Cl	i	i	2.3
CC1CCN(c2ccc(S(=O)(=O)Nc3cc(C(=O)O)cc(C(=O)O)c3)cc2[N+](=O)[O-])CC1	i	i	-0.04
Cc1cc(Oc2ccc(N)cn2)ccc1Cl	i	i	0.5
Cc1onc(-c2ccccc2)c1C(=O)Nc1nnc(C(C)(C)C)s1	i	i	-0.64
Cc1ccc(-c2noc(CCC(N)=O)n2)cc1	i	i	1.4
C/C(=C\c1ccc(F)cc1)C(=O)c1c(C)cc(C)[nH]c1=O	/	i	-0.94
C=CCOc1ccc(C2NC(=S)NC(C)=C2C(=O)c2ccccc2)cc1OC (stereo not given)	i	i	0.01
Cc1cccc(NC(=O)Cn2cc(C(=O)C3CC3)c3ccccc32)c1	i	i	0.49

Further compounds:
SMILES	CHT block	KCNQ2 inh	Kir21 inh
Cc1cc(N2CCN(C)CC2)nc2ccc(NC(=O)CCC(=O)NCCC(C)C)cc12	i	i	0.21
Cc1ccc(O)c(C=Nc2ccc3[nH]ncc3c2)c1	i	i	-0.8
Cc1ccccc1NC(=O)c1cnn(-c2ccccc2)c1NC(=O)c1ccco1	i	i	0.84
Cc1ccccc1CC(=O)NCCN1CCCCC1	i	i	-0.46
Cc1ccc(Nc2ncnc3sccc23)c(C)c1	i	i	-3
O=C(N/N=C/c1cc(Br)cc(Br)c1O)c1ccncc1	i	i	0.29
COCCNC(=O)CN(CCc1ccccc1)S(=O)(=O)c1ccc(Br)cc1	i	i	-0.57
COC(=O)c1ccc(CN2CCN(C3CCCC3)C(CCO)C2)cc1 (stereo not given)	i	i	-0.02
Cc1c(NC(=O)OCCNC(=O)COc2ccc(Cl)cc2Cl)sc(=S)n1C	i	i	-0.5
O=C(NCc1ccco1)c1cc(-c2ccccc2)nc2ccccc12	i	i	-0.42
Cc1cccc(OCC(=O)Nc2ccc(N3CCN(C(=O)c4ccccc4)CC3)cc2)c1C	i	i	0.02
O=C(NCc1cccnc1)c1cccn2c(=O)c3sccc3nc12	i	i	-0.61
CCCc1cc(CNC(=O)C2CCC(=O)N(Cc3ccccc3F)C2)on1 (stereo not given)	i	i	0.08
C=CCOc1ccc(/C(CC)=N/O)c(OC)c1	i	i	0.23
Cc1cc(C(=O)NC(=S)Nc2ccccc2N2CCOCC2)ccc1[N+](=O)[O-]	i	i	-1
COCCNC(=O)/C(C#N)=C/c1cc(C)n(C2CCCCC2)c1C	i	i	1.5
CC(C)(C)c1ccc(C(=O)Nc2ccc(C(=O)NCc3cccnc3)cc2)cc1	i	i	-0.67
COc1ccc(CNC(=O)C/C(C)=N/NC(=O)Cc2ccc(OC)c(OC)c2)cc1	i	i	1
Cc1cc(C)nc(SCC(=O)Nc2ncc3c(n2)CCCC3=O)n1	i	i	-1.8
CCCCC1(CCCC)NC(=S)N(Nc2ccc(C)cc2)C1=O	i	i	-1.6
O=C(Cc1ccc(O)cc1)N/N=C/c1cccnc1	i	i	-0.22
COc1cc2c(=O)n(Cc3ccccc3)c(=O)n(CC(=O)NCCc3ccccc3)c2cc1OC	i	i	-0.5
O=C(COc1ccccc1[N+](=O)[O-])N/N=C/c1ccc(OC(=O)c2ccco2)cc1	i	i	0.14
Cc1ccc(S(=O)(=O)Nc2ccc(OCC(=O)N3CCOCC3)cc2)c(C)c1NS(C)(=O)=O	i	i	-0.03
Cc1ccc(C)c(N2CCN(C(=O)Cc3c(C(=O)O)[nH]c4ccc(Cl)cc34)CC2)c1	i	i	-0.2

Next section
SMILES	CHT block	KCNQ2 inh	Kir21 inh
CCOC(=O)C1CCN(c2c(NCCCN(CC)c3ccccc3)c(=O)c2=O)CC1	i	i	1.9
Cc1ccc2c(c1)c1c(n2CC(O)CNC2CCCCC2)CCCC1 (stereo not given)	i	i	-7.9*
CCc1c(C(=O)NCCc2cccc(C)c2)[nH]c(C)c1C(C)=O	i	i	0.07
CC(C)(C)c1ccc(C(=O)CSc2nc3ccccc3c(=O)[nH]2)cc1	i	i	1.6
CCOc1ccc(CN(C)C(C)C(=O)NCCc2ccc(F)cc2)cc1 (stereo not given)	i	i	-1.9
COC(=O)[C@H](CC(C)C)NC(=O)N1CCCCC1	i	i	1.1
O=C(Nc1cccc(Cl)c1)OCc1ccccn1	i	i	1
CCOC(=O)CSc1nnc([C@@H](NC(=O)OC(C)(C)C)C(C)C)o1	i	i	-0.35
COc1cccc(N(C(=O)CS(=O)CC(=O)Nc2ccc(F)cc2)C(C(=O)NC2CCCCC2)c2cccs2)c1 (stereo not given)	i	i	-0.02
Cc1nc2ccccc2n1S(=O)(=O)c1ccc(F)cc1	i	i	1.1
O=C(C1=C[C@H](C2CCCCC2)C[C@H](OCCCCO)O1)N1CCN(Cc2ccc3c(c2)OCO3)CC1	i	i	-0.37
CCOC(=O)N1CCN(C(=O)c2ccc3c(c2)ncn3C2CCCC2)CC1	i	i	0.11
COc1cc(/C=N/NC(=O)C2CCN(CC(O)COCc3ccccc3)CC2)ccc1O (stereo not given)	i	i	1.6
Cc1ccc(-c2nc(SCC(=O)Nc3ccccc3OC(F)F)c3c(C)c(C(=O)O)sc3n2)cc1	i	i	1.7
COC(=O)C(CC(=O)c1ccc(C)cc1)n1nc(C)cc1C (stereo not given)	i	i	0.47
CCN(c1ccccc1C)S(=O)(=O)c1cc2c3c(c1)CCN3C(=O)CC2	i	i	-1.5
O=C(Nc1ccc(N2CCOCC2)cc1)C1CC(=O)N(c2ccccc2)C1 (stereo not given)	i	i	0.04
CC(=O)C[C@H]1c2cc(F)ccc2S(=O)(=O)N1c1ccc(N(C)C)cc1	i	i	-1.2
COc1ccc(CCNC(=O)CN2C(=O)c3cccc4cccc(c34)C2=O)cc1OC	i	i	0.78
O=C(Nc1nccs1)c1cnccn1	i	i	0.26
O=C(Nc1nnc(-c2ccco2)o1)c1ccc(Cl)s1	i	i	-0.02
O=C(Nc1ccccc1)Nc1nnc(Cc2ccccc2F)s1	i	i	0.79
CC(C)c1ccc(NC(=O)C2CCCN(S(=O)(=O)c3cccnc3)C2)cc1 (stereo not given)	i	i	0.07
Cn1c(=O)c(-c2ccccc2)nn2c3ccccc3nc12	i	i	0.36
COc1ccc(NC(=O)CSc2nnc(-c3ccccc3F)n2C2CC2)cc1S(N)(=O)=O	i	i	0.03

Going on with the list:
SMILES	CHT block	KCNQ2 inh	Kir21 inh
COc1ccc(C(CNC(=O)Cc2ccccc2Cl)N2CCCCC2)cc1 (stereo not given)	i	i	-1.8
COc1ccc2[nH]c3c(=O)n(CCCC(=O)NC4CCC(C)CC4)c(=S)[nH]c3c2c1 (stereo not given)	i	i	1.3
CCN(CC)CCSc1nc(O)c(-c2ccccc2)c(=O)n1-c1ccccc1	i	i	-0.89
O=C(Cc1ccccc1)Nc1cc(C(=O)c2ccccc2)ccc1N1CCOCC1	i	i	0.17
CC(=O)Nc1ccc(S(=O)(=O)N2CCC(C(=O)NCCC(=O)NCc3ccncc3)CC2)cc1	i	i	-0.69
CCc1sc(C(=O)Nc2cccnc2)cc1Br	i	i	0.94
COc1ccc(-c2csc3ncnc(N4CCN(S(=O)(=O)c5cccc(C(F)(F)F)c5)CC4)c23)cc1	i	i	1.6
CCOC(=O)N1CCN(C(=O)CN(c2ccc(OC)c(OC)c2)S(C)(=O)=O)CC1	i	i	-0.01
O=C(O)CCN1C(=O)S/C(=C\c2cccnc2)C1=O	i	i	1
O=C(CC(=O)NN=C1CCCC1)NCCc1ccccc1	i	i	0.01
O=C(CNc1cc(S(=O)(=O)N2CCOCC2)ccc1NCC1CCCO1)Nc1cccc(F)c1 (stereo not given)	i	i	-1.8
Cc1ccc(OCC(=O)N2CCN(c3nnc(-c4ccc(C)cc4)c4ccccc34)CC2)cc1	i	-7.7*	0.66
COc1ccc(NC(=O)C2CCCN(c3ncccn3)C2)cc1 (stereo not given)	i	i	0.2
O=C(NC(=S)Nc1ccc2oc(-c3cccnc3)nc2c1)c1cccc(Cl)c1	i	i	-0.25

Among those listed so far, these have a nitro group on carbon:
SMILES	CHT block	KCNQ2 inh	Kir21 inh
N=c1n(CC(=O)c2cccc([N+](=O)[O-])c2)c2ccccc2n1Cc1ccccc1	i	i	0.33
CC1CCN(c2ccc(S(=O)(=O)Nc3cc(C(=O)O)cc(C(=O)O)c3)cc2[N+](=O)[O-])CC1	i	i	-0.04
Cc1cc(C(=O)NC(=S)Nc2ccccc2N2CCOCC2)ccc1[N+](=O)[O-]	i	i	-1
O=C(COc1ccccc1[N+](=O)[O-])N/N=C/c1ccc(OC(=O)c2ccco2)cc1	i	i	0.14

Screening data (PubChem BioAssay)
